Compound activity (PubChem BioAssay)
N-glyco inh: blocks N-linked glycosylation in D54 reporter cells; hit rate 0.23% among 360,000; reporter increase, % at 12.5 µM; D54 ERlucT glycosylation luciferase reporter, 24 h; percent of 100 nM tunicamycin response; AID 588692;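 active means mean luciferase reporter signal, scaled so untreated is 0 and the glycosylation-blocking control 100, at or above a set limit in every replicate; inconclusive means mean reaches the limit but not every replicate does; inactive means mean below the limit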;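 further: luciferase carries N-glycosylation sites so blocking glycosylation raises the light; 0% = median of neutral control wells and 100% = median of 100 nM tunicamycin wells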
ABCB6 inh MLPCN: inhibitors of human ABC transporter ABCB6; Q9NP58; hit rate 0.19% among 360,000; fluorescence ratio to DMSO, % at 10 µM; AID 602162; K562-ABCB6 porphyrin accumulation, flow cytometry, 1 h; active compounds read low;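 active means fluorescence ratio to DMSO below 75%, the collection mean minus 3 SD; inconclusive means too few cells collected in the well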;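 further: signal is porphyrin accumulated inside mitochondria; 100% equals median channel fluorescence of DMSO control wells; lower ratio means ABCB6 inhibition with less porphyrin fluorescence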
PDI turbidity: inhibitors of human protein disulfide isomerase. P07237. PDI insulin aggregation turbidity, A650, 90 min. inhibition, % at 10 µM. hit rate 0.052% among 350,000;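 active means mean inhibition across replicates of 30% or more, whatever share of single replicates reach that level; inconclusive means mean inhibition below 30% while every single replicate reaches 30%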;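 further: absorbance from insulin aggregation driven by PDI reduction with DTT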
Target sequence (P07237 whole entry, looked up): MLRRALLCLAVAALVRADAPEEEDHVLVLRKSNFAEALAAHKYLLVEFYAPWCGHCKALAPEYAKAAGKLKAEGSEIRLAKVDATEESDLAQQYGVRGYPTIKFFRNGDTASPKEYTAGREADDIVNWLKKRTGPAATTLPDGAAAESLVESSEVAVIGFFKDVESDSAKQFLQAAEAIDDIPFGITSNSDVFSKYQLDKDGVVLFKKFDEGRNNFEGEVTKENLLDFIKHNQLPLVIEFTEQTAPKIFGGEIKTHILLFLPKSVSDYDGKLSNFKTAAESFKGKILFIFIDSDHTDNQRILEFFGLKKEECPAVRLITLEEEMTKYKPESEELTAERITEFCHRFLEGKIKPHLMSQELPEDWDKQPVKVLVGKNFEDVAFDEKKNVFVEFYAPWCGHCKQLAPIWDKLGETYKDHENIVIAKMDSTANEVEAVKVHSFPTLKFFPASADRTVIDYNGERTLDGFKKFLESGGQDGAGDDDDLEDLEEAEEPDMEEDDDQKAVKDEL
Vif imaging: HIV Vif inhibition | HEK293T cells, Vif self-association by quenched fluorescence, imaging, 24 h | inhibition, % at 7.49 µM | hit rate 0.35% among 340,000 | AID 602346; in the data active means inhibition above about 50%, passing the limit was not always enough; inconclusive means no clear call, values can overlap the other calls; inactive means below about 31%; further: some results filed as inactive read as strong as hits
HTR2A ag: activates the mouse 5-HT2A serotonin receptor. CHO-K1 mHTR2A beta-arrestin complementation, luminescence; percent of 30 µM serotonin response. activation, % at 7.6 µM. hit rate 0.66% among 360,000. AID 624169;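 active means activation above a run cutoff, the mean activation of all tested compounds plus 3 SD, cut at about 14% in these data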;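 further: 0% = plate median of compound wells and 100% = 30 µM serotonin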
Target sequence (P35363 whole entry, looked up): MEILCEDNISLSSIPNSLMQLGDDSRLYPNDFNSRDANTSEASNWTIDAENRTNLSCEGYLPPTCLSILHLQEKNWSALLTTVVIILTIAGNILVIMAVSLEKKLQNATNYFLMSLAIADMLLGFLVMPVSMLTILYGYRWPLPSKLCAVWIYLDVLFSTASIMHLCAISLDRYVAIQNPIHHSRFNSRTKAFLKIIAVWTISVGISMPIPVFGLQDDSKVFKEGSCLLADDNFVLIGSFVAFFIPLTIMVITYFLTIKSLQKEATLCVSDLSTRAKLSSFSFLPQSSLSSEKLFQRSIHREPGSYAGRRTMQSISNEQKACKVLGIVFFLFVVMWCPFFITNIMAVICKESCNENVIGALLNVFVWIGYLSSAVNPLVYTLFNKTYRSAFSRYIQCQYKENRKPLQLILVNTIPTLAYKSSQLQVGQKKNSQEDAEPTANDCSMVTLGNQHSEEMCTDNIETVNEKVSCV
CaV13 ICDI inh: Disruptors of the CACNA1D IQ motif to Ca2+-dependent inactivation inhibitor domain association, primary screening, Förster resonance energy transfer in intact living …; hit rate 0.098% among 340,000; inhibition, % at 12.3 µM; AID 743397; HEK cells, CFP/YFP FRET ICDI-IQ, plate reader, 10 min; percent FRET-ratio fall versus neutral wells;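 active means mean replicate inhibition of at least 30% and at least 1% of replicates passing that level; inconclusive means only one of the two criteria is met; inactive means neither criterion is met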;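 further: 0% = median of the neutral control wells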
iPSC survival up: enhancers of human iPSC single-cell survival. hiPSC single-cell survival, ATPlite luminescence; 100% = ROCK inhibitor wells, 0% = DMSO. survival enhancement, % at 20 µM. hit rate 0.044% among 360,000. AID 602274; in the data active means survival enhancement above about 18%;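 further: cells exposed to compounds for 16 hours before the ATP read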
Exocytosis inh: blocks lytic granule exocytosis | TALL-104 LAMP-1 surface exposure, flow cytometry; cells stimulated with thapsigargin and PMA | inhibition, % at 10 µM | hit rate 0.66% among 360,000;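 active means inhibition above about 55%, limit read from the data; inconclusive means no clear call, values can overlap the other calls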
aDG glyco act: alpha-DG glycosylation activation. Pro5-aDG cells, alpha-DG glycosylation AlphaScreen (IIH6); 0% Pro5, 100% B10-LARGE cell signal. activation, % at 10 µM. hit rate 0.22% among 360,000. AID 624168;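 active means activation of at least 8% versus controls, or a plate z-score of at least 8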;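 further: Pro5 are CHO cells carrying HIG-tagged alpha-DG that lacks glycosylation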
Cardio protect: modulators protecting cardiomyocytes from myocardial damage | H9c2 cardiomyocytes, H2O2 injury protection, ATPLite, 2 h | hit rate 0.63% among 360,000 | protection from H2O2 cell death, % at 20 µM | AID 588492;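 active means compounds giving at least 50% protection of heart cells from peroxide-induced death in the single-dose screen, raw or plate-pattern-corrected value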;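 further: 0% = DMSO wells with peroxide and 100% = DMSO wells without peroxide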
* marks the source's active call; other numbers are inactive results; ? = inconclusive; / = not tested or not shown.

SMILES	N-glyco inh	ABCB6 inh MLPCN	PDI turbidity	Vif imaging	HTR2A ag	CaV13 ICDI inh	iPSC survival up	Exocytosis inh	aDG glyco act	Cardio protect
CCCC(NC(=O)CNC(=O)C(C)(C)C)C(=O)O (stereo unspecified)	1	96	-11	3	2	-5	-0.5	3	-0.3	2
Cc1ccc2[nH]c(=O)c(CN(CC3COCCO3)C(=O)Nc3ccccc3C)cc2c1 (stereo unspecified)	0	82	11	1	3	-5	0.6	0	-0.1	2
Cc1ccc(-c2[nH]nc3c2C(c2ccc(OC(=O)N4CCOCC4)cc2)C(C#N)=C(N)O3)cc1 (stereo unspecified)	-2	97	-4	2	1	-10	-3.2	-1	0.0	11
CCCc1cc(C(=O)Nc2cc(C)on2)no1	1	95	/	-1	1	-7	-0.8	-3	0.0	-4
Cc1nn2c(c1-c1ccccc1)N=C(c1ccco1)CC2c1ccccc1 (stereo unspecified)	1	114	0	-10	1	-6	-2.9	1	-0.1	3
O=C(N/N=C/c1cc([N+](=O)[O-])ccc1Cl)c1cc(-c2ccccc2)nc2ccccc12	-2	95	4	-23	-2	6	-0.5	-1	-0.1	9
COc1ccc(OCC(=O)NCCc2c[nH]c3ccccc23)cc1	-3	103	17	2	0	-1	-0.1	2	0.1	-14
Cc1ccc(CN(CC(=O)NC(C)(C)C)C(=O)CNC(=O)c2cccs2)cc1	-3	101	16	-4	2	-5	0.1	-2	-0.3	0
O=C1NC(=O)C(CC(=O)N(Cc2ccco2)C2(C(=O)NC3CCCCC3)CCCCC2)N1 (stereo unspecified)	1	99	-5	7	6	/	-0.4	-2	-0.3	-6
CC1(C)C/C(=N\O)c2cc3c(nc2C1)CCCC3	-1	102	-7	8	7	-6	0.3	-1	0.1	0
Cc1nc(NC(=O)CSc2nnc(N)s2)c(Cl)cc1Cl	4	96	-5	0	2	-7	0.2	1	-0.2	4
CNC(=O)c1cn(-c2ccccc2)c(=O)c2ccccc12	3	102	1	28	-4	-6	-0.2	2	-0.3	0
CCC(C)[C@H]1CNC(=O)C(=O)N1CCCCC1CCCCC1 (stereo partly specified)	/	84	/	/	0	-14	-2.2	0	1.5	/
CCN(CC)C(=O)C[n+]1cccc(/C=N/O)c1	7	99	19	0	0	1	3.8	4	0.3	6
Cc1ccc(C(=O)c2cc([N+](=O)[O-])ccc2N2CCOCC2)cc1C	22	99	2	13	1	-4	-0.4	5	-0.2	1
CCC(=O)OC1CC(C)N(C(=O)c2ccccc2)c2ccc(C)cc21 (stereo unspecified)	-4	82	8	-10	-2	-5	-1.3	-1	0.2	7
Cc1[nH]c2ccccc2c1C(=O)COC(=O)C1CCC(=O)N1 (stereo unspecified)	4	95	-1	2	0	-1	2.7	3	0.4	16
CC(=O)Nc1ccc(-n2nnnc2SCC(=O)Nc2cccc(NC(=O)c3ccco3)c2)cc1	-3	94	4	-5	2	-2	0.2	2	0.0	1
O=C1CC(c2cccc(F)c2)c2c(c3ccccc3[nH]c2=O)O1 (stereo unspecified)	4	105	-1	7	-2	2	1.1	-1	-0.3	8
O=C(C1CC(c2ccc(F)cc2)=NO1)N1CCCCC1 (stereo unspecified)	-6	98	3	/	-2	-6	2.2	-2	-0.1	5
Cc1nc2c(C(=O)Nc3ccc(N4CCCC(O)C4)cc3)snc2c(=O)[nH]1 (stereo unspecified)	12	97	-3	11	1	-1	-0.9	-11	0.0	-3
Cc1cccc(NC(=S)N2CCC(C(N)=O)(N3CCCCC3)CC2)c1C	2	97	-2	4	3	3	-1.2	-8	0.1	4
CCOc1cc(C2NC(=O)N(C)C(C)=C2C(=O)OC)cc(Br)c1O (stereo unspecified)	7	102	0	-7	-4	-5	-0.9	3	0.0	0
CC(=O)Nc1ccc(C(=O)OCC(=O)c2cccc([N+](=O)[O-])c2)cc1	2	101	26	-3	3	-6	0.2	-2	1.4	9
Cc1cc(C)c(C#N)c(SCc2ccc(C(=O)O)cc2)n1	0	100	3	5	3	-3	1.4	-8	-0.1	-2

Four compounds from above, reduced to Exocytosis inh, aDG glyco act and iPSC survival up:
| Compound | Exocytosis inh | aDG glyco act | iPSC survival up |
| --- | --- | --- | --- |
| CCCC(NC(=O)CNC(=O)C(C)(C)C)C(=O)O (stereo unspecified) | 3 | -0.3 | -0.5 |
| Cc1ccc(CN(CC(=O)NC(C)(C)C)C(=O)CNC(=O)c2cccs2)cc1 | -2 | -0.3 | 0.1 |
| Cc1nc(NC(=O)CSc2nnc(N)s2)c(Cl)cc1Cl | 1 | -0.2 | 0.2 |
| CC(=O)Nc1ccc(-n2nnnc2SCC(=O)Nc2cccc(NC(=O)c3ccco3)c2)cc1 | 2 | 0.0 | 0.2 |

Next part
SMILES	N-glyco inh	ABCB6 inh MLPCN	PDI turbidity	Vif imaging	HTR2A ag	CaV13 ICDI inh	iPSC survival up	Exocytosis inh	aDG glyco act	Cardio protect
O=C(NCC1COc2ccccc2O1)c1ccco1 (stereo unspecified)	2	105	-1	-4	-2	-4	6.5	-3	0.4	0
COCCCN(CC(=O)Nc1ccc(N2CCOCC2)cc1)S(=O)(=O)c1ccc(Cl)cc1	-2	98	-4	16	2	-7	-0.6	-2	0.0	-8
N#Cc1ccc(CSc2nnc(-c3cnccn3)o2)cc1	0	96	-1	-3	-5	-4	2.9	9	0.3	-4
Cc1ccc(C(=O)CC(C(=O)O)P(=O)(c2ccccc2)c2ccccc2)cc1 (stereo unspecified)	1	102	-1	10	-5	-4	2.3	-1	-0.3	-3
CCN(CC)CC(C)(C)NS(=O)(=O)c1ccc(Cl)cc1	0	98	-2	1	2	-9	-0.1	2	0.1	5
O=C(O)CSc1nnc(COc2cccc3ccccc23)n1Cc1ccccc1	-1	93	0	13	1	-10	0.2	-2	0.5	-1
O=C(CN1CCSC1=NCc1ccccc1)c1ccc(Cl)c(Cl)c1	0	100	-1	0	-6	-14	1.2	15	0.4	1
CN(CCOCCOc1ccc(F)cc1)Cc1ccccc1	-1	99	3	2	-22	?	0.6	23	0.1	-10
CCCCNc1ncnc2c1nnn2Cc1ccccc1Cl	-3	96	-9	-3	3	-2	-0.6	8	0.0	-2
COc1cc2ccccc2cc1C(=O)N1CCN(c2ccccc2O)CC1	-2	96	7	5	-3	-6	-0.3	3	0.2	-4
Cc1ccc(/C=N/NC(=O)CN(Cc2ccccc2)S(=O)(=O)c2ccc3c(c2)OCCO3)cc1	-1	87	-16	6	-3	-5	-0.5	-1	0.4	-6
CCOC(=O)c1c(NC(NC(C)=O)C(Cl)(Cl)Cl)sc2c1CCCC2 (stereo unspecified)	4	98	10	2	1	-3	3.4	2	-0.3	-2
Fc1ccc(CSc2ncnc3c2oc2ccccc23)cc1	-2	100	-7	1	-1	-3	-0.3	-3	0.0	-10
Cc1noc(C)c1COc1cccc(C(=O)NCc2cccc(Cl)c2)c1	-1	81	1	0	-9	-1	-0.1	-1	0.8	0
CCOC(=O)COc1ccc2c(=O)c(-c3ccc(OC)c(OC)c3)c(C(=O)OCC)oc2c1	0	88	3	-3	0	-4	-0.1	-8	-0.1	-7
O=C(COC(=O)/C=C/c1cccc(F)c1)Nc1ccc(Cl)cn1	0	95	-1	-3	6	5	-0.6	-1	0.1	-4
Cc1[nH]n(-c2ccccc2)c(=O)c1/C=N/c1nn[nH]n1	0	104	-8	12	-3	-5	-1.3	-1	0.4	1
C=CCN(c1ccccc1OC)S(=O)(=O)c1cccc(C(=O)OCC(=O)c2c(N)n(C)c(=O)n(C)c2=O)c1	-2	94	2	-20	3	-4	1.4	3	0.6	-15
NC(=O)N/N=C/C=C/c1ccccc1	2	99	5	-2	3	-7	1.8	1	0.1	-5
COc1ccccc1NC(=O)Nc1ccccc1C(N)=O	0	106	-5	4	0	-4	-1.1	-10	-0.2	2
CCn1c(SCC(=O)Nc2ccc(C)cc2)nnc1-c1cnccn1	-1	97	-4	0	8	-7	2.2	-1	0.1	-1
COCCNC(=S)NNc1ccc(Cl)c(C(=O)O)c1	1	97	5	5	3	-14	0.3	-7	0.0	4
CCOC(CC(=O)NNC(=O)c1c(-c2c(Cl)cccc2Cl)noc1C)OCC	0	103	0	9	3	-4	-0.6	1	0.0	6
COc1ccc(NC(=O)NNC(=O)c2ccc(Cl)cc2Cl)cc1OC	1	95	0	-3	2	7	1.8	1	-0.2	0
CC(=O)c1ccc(N2CCN(C(=O)C(=O)c3cn(CC(=O)N4CCOCC4)c4ccccc34)CC2)cc1	2	104	-2	6	1	-9	-1.1	-6	-0.1	-2
(cont.)
SMILES	N-glyco inh	ABCB6 inh MLPCN	PDI turbidity	Vif imaging	HTR2A ag	CaV13 ICDI inh	iPSC survival up	Exocytosis inh	aDG glyco act	Cardio protect
O=C(NCCc1ccccc1)C(NS(=O)(=O)c1cccc2nsnc12)c1ccccc1 (stereo unspecified)	3	97	11	/	-2	-11	-1.6	2	0.0	-2
Cc1cc(Cl)ccc1NC(=S)NCc1ccccc1Cl	-3	97	-2	9	-3	-5	-3.0	3	-0.1	-2
O=C(Nc1ccncc1)c1ccc2ncsc2c1	-1	102	3	10	4	-5	-0.1	-10	0.4	3
CC(C)CC1C(=O)N(Cc2cn(CCC3OCCCO3)nn2)CCS(=O)(=O)N1Cc1ccc(-c2ccc(Cl)cc2)cc1 (stereo unspecified)	1	97	12	0	5	-8	0.4	-3	-0.1	-2
COc1ccccc1CNCC(=O)Nc1ccc(N2CCOCC2)cc1	3	97	-4	-7	-2	-3	-2.0	3	0.2	2
CC(C)(C)Cc1c(-c2ccco2)nc2ccc(Cl)cn12	0	108	/	/	0	-8	1.3	-10	0.2	-3
Cc1cc(S(=O)(=O)Nc2ccc(C(=O)NCC3CCCO3)cc2)ccc1F (stereo unspecified)	0	100	-4	1	3	-5	-1.0	-5	-0.1	1

Nothing new here: an excerpt of the list.
SMILES	N-glyco inh	ABCB6 inh MLPCN	PDI turbidity	Vif imaging	HTR2A ag	CaV13 ICDI inh	iPSC survival up	Exocytosis inh	aDG glyco act	Cardio protect
Cc1cc(Cl)ccc1NC(=S)NCc1ccccc1Cl	-3	97	-2	9	-3	-5	-3.0	3	-0.1	-2
O=C(Nc1ccncc1)c1ccc2ncsc2c1	-1	102	3	10	4	-5	-0.1	-10	0.4	3

Full records as entered above.
Entry for CC(C)(C)Cc1c(-c2ccco2)nc2ccc(Cl)cn12 → N-glyco inh: 0; ABCB6 inh MLPCN: 108; PDI turbidity: /; Vif imaging: /; HTR2A ag: 0; CaV13 ICDI inh: -8; iPSC survival up: 1.3; Exocytosis inh: -10; aDG glyco act: 0.2; Cardio protect: -3
Entry for Cc1cc(S(=O)(=O)Nc2ccc(C(=O)NCC3CCCO3)cc2)ccc1F (stereo unspecified) → N-glyco inh: 0; ABCB6 inh MLPCN: 100; PDI turbidity: -4; Vif imaging: 1; HTR2A ag: 3; CaV13 ICDI inh: -5; iPSC survival up: -1.0; Exocytosis inh: -5; aDG glyco act: -0.1; Cardio protect: 1
